# From PubChem BioAssay
# MC4R antag cAMP – blocks human MC4R cAMP signaling; inhibition, % at 6.5 µM; AID 540295; hit rate 0.48% among 360,000; MC4R-expressing cells, MTII-stimulated cAMP, LANCE TR-FRET;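 active means inhibition above its plate's cutoff, the mean of tested wells on that plate plus 3 SD, cut at about 29% in these data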;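 further: 0% = Melanotan II alone and 100% = Melanotan II plus saturating MCL0020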
# Target sequence (P32245 whole entry, looked up): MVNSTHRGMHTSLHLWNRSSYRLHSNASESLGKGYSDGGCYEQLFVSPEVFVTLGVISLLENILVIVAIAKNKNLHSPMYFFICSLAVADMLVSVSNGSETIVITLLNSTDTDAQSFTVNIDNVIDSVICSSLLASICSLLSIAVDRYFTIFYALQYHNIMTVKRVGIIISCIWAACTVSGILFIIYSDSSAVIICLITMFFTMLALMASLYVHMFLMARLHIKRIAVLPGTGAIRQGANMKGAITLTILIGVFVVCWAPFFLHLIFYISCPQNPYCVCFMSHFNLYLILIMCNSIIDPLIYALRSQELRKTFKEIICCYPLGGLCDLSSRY
#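 System: U2OS-MC4R stable cell line; Technique: Eu-cAMP/anti-cAMP TR-FRET, emission 671 nm; Repeats: single well per compound; Also added: Melanotan II; Dosing: one concentration, 6.5 µM nominal; Schedule: 30-min compound, 1-h challenge, 1-h detection, room temperature.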
# MC4R barr agon – agonists of human melanocortin 4 receptor (MC4R) beta-arrestin. AID 540308. P32245. activation, % at 8.9 µM. U2OS MC4R beta-arrestin complementation, luminescence; percent of melanotan II response, DMSO zero. hit rate 0.98% among 360,000;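 active means activation above a per-plate cutoff, the mean activation of sample wells on that plate plus 3 SD, cut at about 8% in these data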
# HTR2A ag – activates the mouse 5-HT2A serotonin receptor; activation, % at 7.6 µM; CHO-K1 mHTR2A beta-arrestin complementation, luminescence; percent of 30 µM serotonin response; hit rate 0.66% among 360,000;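 active means activation above a run cutoff, the mean activation of all tested compounds plus 3 SD, cut at about 14% in these data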;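 further: 0% = plate median of compound wells and 100% = 30 µM serotonin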
# Target sequence (P35363 whole entry, looked up): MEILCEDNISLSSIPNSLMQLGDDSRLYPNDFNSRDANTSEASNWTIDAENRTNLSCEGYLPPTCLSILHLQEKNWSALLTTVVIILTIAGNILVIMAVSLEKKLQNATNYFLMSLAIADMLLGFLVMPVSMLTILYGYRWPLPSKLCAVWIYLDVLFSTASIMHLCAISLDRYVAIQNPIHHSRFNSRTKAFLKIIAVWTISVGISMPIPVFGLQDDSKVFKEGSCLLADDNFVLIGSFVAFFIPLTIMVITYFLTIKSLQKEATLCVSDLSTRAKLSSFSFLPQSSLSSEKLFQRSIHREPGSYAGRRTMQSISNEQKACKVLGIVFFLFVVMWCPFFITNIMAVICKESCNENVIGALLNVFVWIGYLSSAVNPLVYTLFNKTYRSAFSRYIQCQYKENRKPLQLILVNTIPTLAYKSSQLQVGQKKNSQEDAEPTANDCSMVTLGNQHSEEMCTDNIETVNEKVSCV
# ABCB6 inh MLPCN – blocks the human ABCB6 transporter; hit rate 0.19% among 360,000; AID 602162; fluorescence ratio to DMSO, % at 10 µM; K562-ABCB6 porphyrin accumulation, flow cytometry, 1 h; active compounds read low;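 active means fluorescence ratio to DMSO below 75%, the collection mean minus 3 SD; inconclusive means too few cells collected in the well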;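 further: signal is porphyrin accumulated inside mitochondria; 100% equals median channel fluorescence of DMSO control wells; lower ratio means ABCB6 inhibition with less porphyrin fluorescence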
# aDG glyco act – increases alpha dystroglycan glycosylation; Pro5-aDG cells, alpha-DG glycosylation AlphaScreen (IIH6); 0% Pro5, 100% B10-LARGE cell signal; activation, % at 10 µM; hit rate 0.22% among 360,000; AID 624168;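 active means activation of at least 8% versus controls, or a plate z-score of at least 8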;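 further: Pro5 are CHO cells carrying HIG-tagged alpha-DG that lacks glycosylation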
# Glyco luc inh – blocks N-linked glycosylation in D54 reporter cells; hit rate 0.23% among 360,000; reporter increase, % at 12.5 µM; AID 588692; D54 ERlucT glycosylation luciferase reporter, 24 h; percent of 100 nM tunicamycin response;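 active means mean luciferase reporter signal, scaled so untreated is 0 and the glycosylation-blocking control 100, at or above a set limit in every replicate; inconclusive means mean reaches the limit but not every replicate does; inactive means mean below the limit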;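 further: luciferase carries N-glycosylation sites so blocking glycosylation raises the light; 0% = median of neutral control wells and 100% = median of 100 nM tunicamycin wells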
# iPSC survival up – increases survival of single human iPS cells; hiPSC single-cell survival, ATPlite luminescence; 100% = ROCK inhibitor wells, 0% = DMSO; survival enhancement, % at 20 µM; hit rate 0.044% among 360,000; AID 602274; in the data active means survival enhancement above about 18%;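 further: cells exposed to compounds for 16 hours before the ATP read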
# Granule exo inh – lytic granule exocytosis inhibition. TALL-104 LAMP-1 surface exposure, flow cytometry; cells stimulated with thapsigargin and PMA. inhibition, % at 10 µM. hit rate 0.66% among 360,000;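 active means inhibition above about 55%, limit read from the data; inconclusive means no clear call, values can overlap the other calls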
# H9c2 protect – myocardial damage modulation in H9c2 cells. protection from H2O2 cell death, % at 20 µM. hit rate 0.63% among 360,000. H9c2 cardiomyocytes, H2O2 injury protection, ATPLite, 2 h. AID 588492;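 active means compounds giving at least 50% protection of heart cells from peroxide-induced death in the single-dose screen, raw or plate-pattern-corrected value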;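 further: 0% = DMSO wells with peroxide and 100% = DMSO wells without peroxide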
# ABHD5-PLIN5 inh – blocks binding of human ABHD5 to perilipin-5. Split G. princeps luciferase complementation, luminescence, 4 h. inhibition, % at 4 µM. hit rate 0.78% among 360,000. AID 602281;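 active means inhibition above the mean inhibition across every tested compound plus 3 SD, cut at about 22% in these data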;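 further: 0% = DMSO only wells and the 100% control is not disclosed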
# An asterisk follows results filed as active; ? = inconclusive; . = no result given.
SMILES,MC4R antag cAMP,MC4R barr agon,HTR2A ag,ABCB6 inh MLPCN,aDG glyco act,Glyco luc inh,iPSC survival up,Granule exo inh,H9c2 protect,ABHD5-PLIN5 inh
O=C(CSc1ncn[nH]1)NCCCc1ccccc1,14.4,-0.7,7.8,96.0,0.0,3.2,1.3,-2.7,-2.5,1.6
Nn1c(CSc2ccccn2)nc2ccccc2c1=O,-0.3,0.2,-0.7,91.0,0.1,-1.4,-4.7,2.6,12.2,-0.3
O=c1c(-c2ccccc2)nc2ccccc2n1C(c1ccccn1)c1nc2ccccc2[nH]1 (stereo unspecified),.,.,1.6,.,0.0,.,.,1.3,.,12.9
CCSc1nnc(-c2ccc(C)cc2)c2ccccc12,8.7,0.5,3.3,94.0,0.2,-5.9,1.6,10.8,-6.0,2.1
COC(=O)c1ccc(NC(=S)NC2c3ccccc3CC2O)cc1 (stereo unspecified),4.5,-1.6,-1.1,97.0,0.0,0.0,0.7,3.0,-4.5,-0.1
Cc1cc(C(=O)NC(C)c2ccncc2)no1 (stereo unspecified),2.3,-0.5,-0.2,97.0,-0.1,1.3,4.7,0.1,1.9,-0.9
O=C(O)/C=C\C(=O)Nc1ccccc1F,-7.0,-0.6,5.7,103.0,-0.5,1.3,1.0,-2.5,7.2,9.8
OC(COCC1COc2ccccc2O1)CN1CCN(c2ccccc2F)CC1 (stereo unspecified),-1.8,4.4,14.7*,99.0,0.4,-2.0,-0.5,-6.4,-2.0,1.0
CCn1c(=O)cc(OCC(=O)N2CCN(c3ccc(F)cc3)CC2)c2ccccc21,-1.5,0.7,2.7,103.0,-0.2,6.4,1.2,-0.6,31.6,3.9
CC(C)(C)c1ccc(CC(=O)N2CCC2(C)C(=O)Nc2cccc3ccccc23)cc1 (stereo unspecified),4.0,-1.8,-2.9,99.0,0.0,-2.3,-0.1,6.5,-16.6,-17.5
CSCCC(NC(=O)c1ccccc1)C(=O)NCCc1ccccc1 (stereo unspecified),-1.0,-2.0,-4.1,94.0,-0.1,-0.1,-0.4,-8.7,0.5,2.1
Cc1ccc(Nc2nc(-c3ccc(S(=O)(=O)N4CCOCC4)cc3)cs2)cc1Cl,14.7,6.1,-1.2,94.0,-0.5,-11.4,-1.7,-4.0,-16.5,3.5
Clc1ccc(-c2cc(C3CCNCC3)[nH]n2)cc1,1.2,-1.4,-2.2,97.0,6.9*,1.5,0.4,4.6,8.3,10.6
CCOC(=O)/C(N=Nc1c(Br)cc(Br)cc1Br)=C(\C)O,-3.7,-1.2,-0.8,93.0,0.3,0.2,-2.9,0.8,-9.4,0.4
CCOC(=O)c1c(C)[nH]c(N=Nc2ccc(OC)cc2)c1C,11.5,0.4,-2.4,98.0,-0.2,-6.8,-0.5,-1.1,-13.4,-5.0
COc1cc(Cl)c(C)cc1NC(=O)c1ccc(NS(=O)(=O)c2ccc(F)c(F)c2)cc1,5.2,1.9,-1.5,101.0,0.6,1.3,0.6,8.3,-7.6,11.5
Cc1noc(C)c1NC(=O)N(C)C[C@H]1Oc2c(NC(=O)NC(C)C)cccc2C(=O)N([C@H](C)CO)C[C@@H]1C,6.7,-2.2,-3.9,103.0,-0.2,2.1,-2.1,-5.2,-1.9,-1.6
CCOC(=O)/C(C#N)=N/Nc1ccc(S(=O)(=O)Nc2cc(OC)nc(OC)n2)cc1,1.3,-2.4,-3.6,98.0,0.0,1.3,0.9,17.8,6.7,-1.7
CN(C)C(CNC(=O)CSc1nc2sc3c(c2c(=O)n1C)CCC3)c1ccccc1 (stereo unspecified),16.6,2.5,-9.9,96.0,-0.3,1.6,-0.3,4.4,-3.9,-0.5
CC(C)[C@H](NC(N)=O)C(=O)Nc1cccc(S(=O)(=O)N2CCOCC2)c1,28.1,-3.8,1.0,98.0,-0.1,1.3,2.2,17.2,-4.0,4.7
CCn1c(=O)c([N+](=O)[O-])c(NCCc2ccc(OC)c(OC)c2)c2ccccc21,14.5,-2.2,0.4,99.0,0.4,-2.8,-0.6,-7.2,-0.4,1.8
COC(=O)C[C@H]1C[C@@H]2c3cc(NS(=O)(=O)c4ccc(OC)cc4)ccc3O[C@@H]2[C@H](CO)O1,2.3,3.3,4.0,93.0,0.1,1.8,5.0,-0.4,-1.9,1.5
Cc1ccc(S(=O)(=O)NCCSc2nnnn2-c2ccccc2)cc1,1.6,-2.0,-1.5,96.0,-0.1,-1.9,-0.4,-3.3,0.6,2.7
CCOC(=O)C1=C(CN2CCN(C(=O)c3ccco3)CC2)NC(=O)NC1c1ccccc1 (stereo unspecified),12.4,-0.4,0.6,100.0,0.1,1.6,-0.1,-8.6,-0.5,-9.2
CC(C)N(C)S(=O)(=O)c1ccc(NC(=O)C2=COCCO2)cc1,4.5,-1.5,1.1,94.0,-0.2,-0.9,-0.1,1.1,1.3,-0.3

# The last 7 compounds of the part before are carried over, then new ones follow:
SMILES,MC4R antag cAMP,MC4R barr agon,HTR2A ag,ABCB6 inh MLPCN,aDG glyco act,Glyco luc inh,iPSC survival up,Granule exo inh,H9c2 protect,ABHD5-PLIN5 inh
CN(C)C(CNC(=O)CSc1nc2sc3c(c2c(=O)n1C)CCC3)c1ccccc1 (stereo unspecified),16.6,2.5,-9.9,96.0,-0.3,1.6,-0.3,4.4,-3.9,-0.5
CC(C)[C@H](NC(N)=O)C(=O)Nc1cccc(S(=O)(=O)N2CCOCC2)c1,28.1,-3.8,1.0,98.0,-0.1,1.3,2.2,17.2,-4.0,4.7
CCn1c(=O)c([N+](=O)[O-])c(NCCc2ccc(OC)c(OC)c2)c2ccccc21,14.5,-2.2,0.4,99.0,0.4,-2.8,-0.6,-7.2,-0.4,1.8
COC(=O)C[C@H]1C[C@@H]2c3cc(NS(=O)(=O)c4ccc(OC)cc4)ccc3O[C@@H]2[C@H](CO)O1,2.3,3.3,4.0,93.0,0.1,1.8,5.0,-0.4,-1.9,1.5
Cc1ccc(S(=O)(=O)NCCSc2nnnn2-c2ccccc2)cc1,1.6,-2.0,-1.5,96.0,-0.1,-1.9,-0.4,-3.3,0.6,2.7
CCOC(=O)C1=C(CN2CCN(C(=O)c3ccco3)CC2)NC(=O)NC1c1ccccc1 (stereo unspecified),12.4,-0.4,0.6,100.0,0.1,1.6,-0.1,-8.6,-0.5,-9.2
CC(C)N(C)S(=O)(=O)c1ccc(NC(=O)C2=COCCO2)cc1,4.5,-1.5,1.1,94.0,-0.2,-0.9,-0.1,1.1,1.3,-0.3
CN(C)CCNc1c(N)c(=O)oc2ccccc12,-5.3,-1.4,1.3,96.0,-0.2,3.4,-1.5,-0.3,13.4,0.9
O=C1CS/C(=C\S(=O)(=O)c2ccc(Cl)cc2)N1,10.4,2.0,-3.1,98.0,-0.3,0.2,1.9,0.8,-1.6,3.7
CC(C)c1ccc(/C=C2\SC(=S)N(CCC(=O)NCCCn3ccnc3)C2=O)cc1,-0.9,-1.4,-0.7,91.0,3.0,-3.3,-0.3,19.3,-14.0,10.9
O=C(CC(NS(=O)(=O)c1ccc(Cl)cc1)c1ccco1)NC1CCCC1 (stereo unspecified),4.7,0.7,-0.6,100.0,0.6,-2.1,0.0,0.3,-3.0,1.7
O=C(CCN1C(=O)c2ccccc2C1=O)NC(=S)Nc1ccccc1Cl,14.3,0.9,-1.6,100.0,0.0,0.2,2.4,-2.8,-5.7,-3.3
CSc1ccccc1C(=O)Nc1cccc(N(C)S(C)(=O)=O)c1,4.6,-2.7,2.1,?,-0.1,2.6,-1.0,-2.0,-5.2,-2.7
CCC(C)N(CCNC(=O)c1ccc2c(c1)NC(=O)c1ccccc1S2)C1CCCCC1 (stereo unspecified),10.9,1.5,-10.6,103.0,2.0,-7.8,-0.4,2.8,9.2,5.7
CC(CCc1ccccc1)NC(=O)Cn1cccc1C(=O)c1ccccc1 (stereo unspecified),8.4,-1.3,-1.7,101.0,1.0,-0.1,-0.1,-15.7,-0.4,0.5
COc1ccc(C2c3[nH]c4ccccc4c3CCN2C(=O)c2cc3ncccn3n2)c(F)c1 (stereo unspecified),12.4,1.4,1.1,107.0,-0.2,-2.4,1.5,0.2,12.1,-1.0
Cc1cc(S(=O)(=O)N2CCN=C2c2ccccc2)c(Cl)cc1Cl,11.0,-0.7,2.8,91.0,-0.1,0.7,0.1,-4.5,-4.5,0.2
CC(C)c1nc2c(s1)CCc1onc(-c3cccc([N+](=O)[O-])c3)c1-2,7.2,-0.6,7.8,99.0,-0.2,-2.7,1.7,-6.0,-5.2,-6.8
CC(/C=C/c1ccc2c(c1)OCO2)=N/NC(=O)c1ccncc1,-25.6,-2.7,-1.3,95.0,0.1,5.4,-0.1,5.5,16.6,5.0
CCc1ccccc1Nc1nc2ccccc2[nH]1,2.4,0.2,0.7,99.0,-0.1,6.6,-0.6,-10.5,-5.1,-2.1
CNC(=O)CC1C(=O)N(c2ccc(OC)cc2)C(=S)N1NC(=O)c1cccc(F)c1 (stereo unspecified),2.6,0.8,6.1,96.0,0.1,0.2,-0.1,0.3,11.4,7.9
CCN(CC)CC(O)CNc1ccnc2c(Cl)ccc(Cl)c12 (stereo unspecified),-0.1,-0.8,0.7,90.0,0.1,12.8,-0.1,4.8,7.7,-6.7
N/C(=N\OS(=O)(=O)c1ccccc1)c1ccccn1,11.2,-2.2,6.8,90.0,0.0,-0.4,0.0,3.7,-0.2,-0.6
O=C(COc1cccnc1[N+](=O)[O-])N1N=C(c2ccc(Cl)cc2)CC1c1ccco1 (stereo unspecified),4.8,-2.4,0.4,140.0,0.1,-2.8,-0.2,-0.5,-7.4,4.8
Cc1ccc(-c2cc(C(=O)NCc3cnn(C)c3)c3cc(Br)ccc3n2)cc1,0.8,5.0,-5.5,93.0,0.0,-5.2,-1.3,-5.8,-9.6,-0.6
N#CCCn1cc(C(=O)Nc2ccc(C(=O)O)cc2)c(-c2ccc([N+](=O)[O-])cc2)n1,1.9,-0.6,3.3,104.0,-0.2,1.8,1.3,0.0,-2.7,1.3
COc1ccccc1C(=O)Nc1ccccc1C(=O)NCc1ccco1,3.2,1.8,0.4,98.0,0.4,.,0.4,26.8,5.7,12.4
O=C1Nc2ccccc2Oc2cc([N+](=O)[O-])ccc21,-1.0,-2.0,0.8,114.0,-0.2,11.2,-0.7,11.9,22.5,0.2
CC(NC(=O)[C@@H](C)NC(=O)[C@@H]1Cc2ccccc2CN1C(=O)OC(C)(C)C)c1ccccc1 (stereo partly specified),-3.8,-3.0,-9.7,108.0,-0.4,-3.2,0.1,-0.8,7.4,-1.3
CC1(C)CC(NC(=O)c2ccccn2)CC(C)(C)N1O,8.7,-2.6,2.8,105.0,-0.3,-1.0,5.0,-1.1,9.9,1.7
